# HDAC3 inhib: inhibitors of human histone deacetylase 3; recombinant HDAC3, fluorogenic peptide/trypsin coupled, fluorescence; inhibition, % at 8.3 µM; 320,000 tested, 0.15% active; in the data active = inhibition above about 26%, passing the limit was not always enough
# Target sequence (O15379 whole entry, looked up): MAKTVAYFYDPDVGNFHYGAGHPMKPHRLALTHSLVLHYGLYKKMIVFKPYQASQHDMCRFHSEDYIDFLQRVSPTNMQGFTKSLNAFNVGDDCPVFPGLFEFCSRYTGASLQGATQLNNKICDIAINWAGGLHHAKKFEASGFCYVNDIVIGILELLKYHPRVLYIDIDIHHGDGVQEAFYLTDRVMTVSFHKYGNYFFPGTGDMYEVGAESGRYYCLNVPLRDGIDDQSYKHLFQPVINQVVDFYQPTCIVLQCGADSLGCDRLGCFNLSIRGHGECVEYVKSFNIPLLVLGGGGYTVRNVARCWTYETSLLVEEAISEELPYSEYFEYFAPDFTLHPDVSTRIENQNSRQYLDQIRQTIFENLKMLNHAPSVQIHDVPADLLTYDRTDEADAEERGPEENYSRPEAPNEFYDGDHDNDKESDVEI
# * = called active by the depositor.
item	Compound	HDAC3 inhib
1	Cc1ccccc1NC(=O)C(C)OC(=O)C1CC(=O)N(Cc2ccco2)C1 (stereo not drawn)	3
2	O=C(CNC(=O)c1ccc(Cl)cc1Cl)OCCOc1ccccc1F	2
3	C/C(C=O)=C/c1ccccc1	-11
4	O=C(CSc1nc2ccccc2o1)NC1CCS(=O)(=O)C1 (stereo not drawn)	0
5	CCc1ccc(N2CC(C(=O)OCC(=O)Nc3ccc(C#N)cc3)CC2=O)cc1 (stereo not drawn)	0
6	CCCCn1c(N)c(N(CCOC)C(=O)c2ccc(N3CCCC3=O)cc2)c(=O)[nH]c1=O	-1
7	CCCCN(C(=O)C(C)(C)Oc1ccc(Cl)cc1)c1c(N)n(CCC)c(=O)[nH]c1=O	13
8	CCn1nnnc1SCC(=O)N(C)C1CCS(=O)(=O)C1 (stereo not drawn)	-1
9	COC/C=C/C1=CC(=O)C[C@H](c2ccc3c(c2)OCO3)C1	-6
10	C1=C[C@@H]2CCN(Cc3ccccc3)Cc3cccc(c32)C1	1
11	Cc1ccc(NC(=O)c2nc[nH]c2C(=O)NCCN(CCNC(=O)c2[nH]cnc2C(=O)Nc2ccc(C)cc2)CCNC(=O)c2[nH]cnc2C(=O)Nc2ccc(C)cc2)cc1	2
12	COc1ccccc1CNC(=O)COC(=O)Cc1cccc(F)c1	-3
13	CCN(c1ccccc1)S(=O)(=O)c1ccc(OC)c(NC(=O)CN2C(=O)NC(C)(C)C2=O)c1	2
14	C[C@@H](OC(=O)c1[nH]cnc1C(=O)N1CCc2ccccc2C1)c1ccccc1	-2
15	CCCN(CC(=O)Nc1ccccc1OC)C(=O)c1ccc(S(=O)(=O)NCc2ccco2)cc1	-4
16	COc1cccc(NC(=O)[C@@H]2CCCN2S(=O)(=O)c2cccc3cccnc23)c1	-6
17	c1ccc(CSc2nc3ncccn3n2)cc1	-6
18	COC(=O)c1ccccc1S(=O)(=O)N1CCC(C(=O)NC2CCCCC2)CC1	-1
19	CN(C(=O)CSc1ncnc2sc3c(c12)CCCC3)C1CCS(=O)(=O)C1 (stereo not drawn)	-7
20	Cc1ccc(NC(=O)CN2C(=O)NC3(CCCC3)C2=O)cc1S(=O)(=O)N1CCCCC1	0
21	O=C(COc1ccc(-n2cnnn2)cc1)Nc1ccc(Br)cc1F	-3
22	c1ccc(-c2cncnc2)cc1	1
23	Cc1ccccc1NC(=O)COC(=O)C1CC2CCCC(C1)C2=O (stereo not drawn)	1
24	O=C(CCN1C(=O)NC2(CCCC2)C1=O)Nc1cccc(S(=O)(=O)N2CCOCC2)c1	-1
25	CCOC(=O)C1CCCN(S(=O)(=O)c2ccc3c4c(cccc24)C(=O)N3CC)C1 (stereo not drawn)	-27
26	Cc1ccc(S(=O)(=O)NCC(=O)OCC(=O)Nc2cccc(S(=O)(=O)N3CCOCC3)c2)cc1	-4
27	Cc1ccc(CNC(=O)COC(=O)c2cccnc2Cl)cc1	-3
28	CC(=O)Nc1ccc(SC[C@H](C)CN2CC[C@H](O)CCC2=O)cc1	0
29	CCCCn1nc(C(=O)N(C)C2CCCCC2)c2ccccc2c1=O	3
30	O=[N+]([O-])c1ccccc1S(=O)(=O)N1CCN(S(=O)(=O)c2ccc3c(c2)OCCO3)CC1	-6
31	O=C([C@@H]1CCCN1C(=O)c1cccs1)N1CCN(S(=O)(=O)c2cccc(F)c2)CC1	5
32	NC(=O)NC(Cc1ccccc1)C(=O)NNC(=O)COc1ccccc1Cl (stereo not drawn)	-6
33	COc1ccc(S(N)(=O)=O)cc1C(=O)OCC(=O)N1c2ccccc2NC(=O)C1(C)C	1
34	O=C(NCC(c1ccco1)N1CCCCC1)c1cnc(Cl)c(Cl)c1 (stereo not drawn)	1
35	CCCCn1c(N)c(N(Cc2ccccc2OC)C(=O)c2cc(CC)c(C)s2)c(=O)[nH]c1=O	6
36	O=S(=O)(c1ccc(Cl)nc1)N1CCOCC1	-15
37	CC(C)C[C@H](NC(=O)c1nc[nH]c1C(=O)N[C@@H](CCCCN)C(=O)OC(C)(C)C)C(=O)OC(C)(C)C	-1
38	COc1ccc(NC(=O)N(C)C[C@H]2Oc3ccc(NS(=O)(=O)c4ccc(OC)cc4)cc3C(=O)N([C@H](C)CO)C[C@@H]2C)cc1	5
39	CCCn1c(SCC(=O)c2c(N)n(C3CC3)c(=O)[nH]c2=O)nnc1-c1ccncc1	8
40	C[C@@H](NC(=O)c1[nH]cnc1C(=O)Nc1ccon1)c1ccccc1	6
41	COc1ccc(-c2ccc3c(=O)cc(-c4ccsc4)oc3c2)cn1	-7
42	C#CCOCCOCCOCCNc1nc(N2CCN(C(=O)CCCCCCCCCCNC(=O)[C@H]([C@@H](C)CC)n3cc(CCCCN=C(N)N)nn3)CC2)nc(N2CCN(C(=O)CCCCCCCCCCNC(=O)[C@H](CO)n3cc(CCCCCN)nn3)CC2)n1	21
43	Cc1cccc2cccnc12	3
44	CCN(CC)S(=O)(=O)c1ccc(C)c(NC(=O)COC(=O)CCC(=O)c2cccs2)c1	5
45	COc1ccc(NC(=O)CSCC(=O)N(C)Cc2ccc(Cl)c(Cl)c2)cc1	2
46	CC1CCN(C(=O)c2nc[nH]c2C(=O)N2CCc3ccccc3C2)CC1	-5
47	Cc1c(C(=O)N2CCN(Cc3cccs3)CC2)oc2ccccc12	-1
48	O=C(O)c1ccc(/C=N/NC(=O)c2cc3ccccc3cc2O)cc1	3
49	CC(=O)c1cc2c(cc1NC(=O)CN(C)S(=O)(=O)c1cccs1)OCO2	-1
50	COc1ccc(NC(=O)CNc2ccccc2C(C)=O)cc1S(=O)(=O)N1CCOCC1	1

# Entries shown so far that contain a furan ring, fused or not, in the order listed:
item	Compound	HDAC3 inhib
1	Cc1ccccc1NC(=O)C(C)OC(=O)C1CC(=O)N(Cc2ccco2)C1 (stereo not drawn)	3
15	CCCN(CC(=O)Nc1ccccc1OC)C(=O)c1ccc(S(=O)(=O)NCc2ccco2)cc1	-4
34	O=C(NCC(c1ccco1)N1CCCCC1)c1cnc(Cl)c(Cl)c1 (stereo not drawn)	1
47	Cc1c(C(=O)N2CCN(Cc3cccs3)CC2)oc2ccccc12	-1

# (more compounds)
item	Compound	HDAC3 inhib
51	CC(Sc1nnc(C2CC2)n1C1CC1)C(=O)N(C)Cc1cccc(F)c1 (stereo not drawn)	-5
52	Cc1ccc2nc(SCC(=O)Nc3cccnc3Cl)[nH]c2c1	1
53	O=C(Cn1nc(C(=O)O)c2ccccc2c1=O)Nc1cc(S(=O)(=O)N2CCOCC2)ccc1Cl	-6
54	O=C(CNC(=O)c1ccccc1F)Nc1ccc2c(c1)CCC2	-8
55	CCN(CC)S(=O)(=O)c1cc(NC(=S)NC(=O)C2CCCC2)ccc1C	12
56	Cc1c(NC(=O)c2cc(S(=O)(=O)N3CCCCC3)ccc2Cl)c(=O)n(-c2ccccc2)n1C	0
57	CCc1noc(C)c1C(=O)N1CCN(S(=O)(=O)c2c(C)cc(C)cc2C)CC1	-1
58	COC(=O)C1=C(C)N(Cc2ccccc2)C(=NCC(C)C)N[C@H]1c1cccc(F)c1	4
59	COCCN(CC(=O)Nc1ccccc1C(F)(F)F)C(=O)c1ccc(-n2cccn2)cc1	1
60	NCCN1CCN2C(=O)CN(C(=O)c3ccccc3)CC12 (stereo not drawn)	0
61	Cc1ccc(S(=O)(=O)/N=C2/NC(=O)/C(=C\c3ccccc3)S2)cc1	-2
62	COc1cccc([C@@H]2CC=C(C(=O)O)CN2S(=O)(=O)c2ccc(C)cc2)c1	19
63	COc1ccc(NC(=O)COC(=O)c2ccc3ccccc3n2)cc1OC	-6
64	Cc1noc(C)c1S(=O)(=O)N1CCCN(C(=O)/C=C/c2ccccc2F)CC1	0
65	O=C(CCC1CCCC1)NNC(=O)COc1ccc(Br)cc1	1
66	COc1ccccc1NS(=O)(=O)c1cccc(C(=O)N/N=C(\C)c2cccnc2)c1	5
67	CS(=O)(=O)c1ccc(Cl)c(NC(=O)CNC(=O)c2ccc3c(c2)OCO3)c1	2
68	CC(=O)Nc1ccc(NC(=O)C(C)OC(=O)CC23CC4CC(CC(Br)(C4)C2)C3)cc1 (stereo not drawn)	-2
69	O=C(OCC(=O)N(C1CCCCC1)C1CCCCC1)c1ccc(Cl)nc1	-5
70	COc1cc(C(=O)NC(=S)N2CCN(C)CC2)cc(OC)c1OC	6
71	COc1cccc(-c2ncc3ccccc3c2COC(=O)c2cccc(Br)c2)c1	4
72	Cc1cccc(N2CC(C(=O)Nc3cccc(S(=O)(=O)N4CCCCC4)c3)CC2=O)c1C (stereo not drawn)	5
73	CC(C)NC(=O)Nc1ccc2c(c1)C(=O)N([C@H](C)CO)C[C@H](C)[C@@H](CN(C)S(C)(=O)=O)O2	3
74	O=C(Nc1ccc(OC(F)(F)F)cc1)NC1CCC(Oc2ccc(C(=O)O)cc2)CC1 (stereo not drawn)	6
75	COc1ccc(NC(C)=O)cc1S(=O)(=O)NC(C)c1ccc(-n2ccnc2)cc1 (stereo not drawn)	-5
76	Cn1nc(C(=O)OCC(=O)c2ccc(Br)cc2)c2ccccc2c1=O	0
77	CCOc1ccc(NC(=O)COc2ccc3c(c2)CCC3)cc1OC	3
78	COc1ccc(C(=O)O)cc1S(=O)(=O)Nc1ccc2cn[nH]c2c1	2
79	COc1cccc(NC(=O)C(C)(C)C)c1	-3
80	O=C1C=C(c2ccc3cc[nH]c3c2)C[C@@H](c2ccc3c(c2)OCO3)C1	10
81	COc1ccc(NC(=O)C2CCCC2)cc1S(=O)(=O)N1CCOCC1	-5
82	O=C(NCCN1C(=O)S/C(=C\c2ccccc2F)C1=O)C1CC(=O)N(Cc2ccccc2)C1 (stereo not drawn)	5
83	COc1ccc(OC)c(S(=O)(=O)NC(C)c2ccc(-n3ccnc3)cc2)c1 (stereo not drawn)	-9
84	COc1cccc(N2CCN(c3ccc(S(=O)(=O)N4CCN(C)CC4)cc3[N+](=O)[O-])CC2)c1	1
85	COCCNC(=O)c1ccc2c(c1)S(=O)(=O)c1cc(Cl)ccc1C2=O	-7
86	CCc1ccc(C(=O)CSc2nnc(C3CC3)n2C2CC2)cc1	-5
87	CN(c1ccccc1)S(=O)(=O)c1cccc(NC(=O)COc2cccc([N+](=O)[O-])c2)c1	8
88	CCCCN(C(=O)c1ccc(N2CCCC2=O)cc1)c1c(N)n(CC(C)C)c(=O)[nH]c1=O	4
89	COc1ccc(CNC(=O)COC(=O)c2sccc2C)cc1OC	-2
90	COc1cc(OC)cc(C(=O)NNC(=O)c2cc(S(=O)(=O)N3CCOCC3)ccc2F)c1	-6
91	COc1cccc(CN(C)C(=O)c2cc(S(=O)(=O)NC3CCCCC3)ccc2C)c1	1
92	Cc1ccnn1-c1ccc(C(=O)N2CCCN(S(=O)(=O)c3ccc(F)cc3)CC2)cc1	2
93	COc1cccc(NC(=O)CN2C(=O)NC(CCc3ccccc3)C2=O)c1 (stereo not drawn)	0
94	CC(C)Nc1ccccc1	-22
95	CC(=O)Oc1ccc(N2C(=O)C3C(C2=O)C2(C)C=CC3(C)O2)cc1 (stereo not drawn)	2
96	CCOc1ccc(C(=O)NCC(=O)N2CCN(c3ccc(C(F)(F)F)cn3)CC2)cc1	5
97	Cc1ccc(CC(=O)OC(C)C(=O)NC2CCCCC2C)cc1C (stereo not drawn)	1
98	CCN(C[C@H]1N[C@@](Cc2ccccc2)(C(=O)OC)[C@H]2C(=O)N(C)C(=O)[C@@H]12)C(=O)Nc1ccccc1	-10
99	Cc1ccc(S(=O)(=O)N2CCOCC2)cc1NS(=O)(=O)c1ccc(F)c(F)c1	-10
100	COc1cc(C)ccc1OCC(=O)NCC1CCCO1 (stereo not drawn)	1

# (further entries)
item	Compound	HDAC3 inhib
101	O=c1cc(CN2CCN(S(=O)(=O)c3cccc(Cl)c3)CC2)c2ccc(O)cc2o1	0
102	COc1cccc(NC(=O)COC(=O)c2c(NC(C)=O)sc(C)c2C)c1	0
103	O=C(Nc1ccc(F)c(F)c1)c1ccccc1	2
104	NC(=O)C1CCN(C(=O)c2cc(-c3ccccc3Cl)nc3ccccc23)CC1	3
105	CC(C)C[C@H]1CN=C(Nc2ccccc2)N1CCc1ccc(F)cc1	-9
106	COc1ccc(NS(=O)(=O)c2cccc(C(=O)NN=Cc3ccc(OC)cc3OC)c2)cc1	3
107	C#CCOCCOCCOCCNc1nc(N2CCOCC2)nc(N2CCN(C(=O)CCCCCCCCCCNC(=O)[C@H](CO)n3cc(CCCCCN)nn3)CC2)n1	1
108	CC(=O)Nc1sc(C)c(C)c1C(=O)OCC(=O)NCc1ccc(Cl)cc1	1
109	Cc1cc(C)c(NC(=O)CNC(=O)CN(C)Cc2ccc(Br)s2)c(C)c1	-4
110	C=CC[C@H](CC(=O)N(CCO)Cc1ccccc1)C(=O)N[C@@H](COC(=O)[C@H](CC=C)CC(=O)OC(C)(C)C)Cc1c[nH]c2ccccc12	2
111	N#Cc1ccccc1OCC(=O)OCC(=O)NC1CCCC1	2
112	CN(Cc1ccc(F)cc1)C(=O)CN1C(=O)c2ccccc2S1(=O)=O	5
113	C/C(=N\NC(=O)c1ccc(-n2cnnn2)cc1)c1ccc(C)cc1	7
114	CCOc1ccc(S(=O)(=O)N2CCN(C(=O)c3cc4ccccc4o3)CC2)cc1	-5
115	Nn1c(SCC(=O)Nc2cccc(Br)c2)nnc1C1CC1	-1
116	CC1CCCCC12NC(=O)N(CC(=O)N1CCN(C(=O)c3ccco3)CC1)C2=O (stereo not drawn)	-4
117	COc1ccc([C@H]2CC(=O)C=C(c3cc(C)ccc3F)C2)cc1	4
118	O=C(Nc1ccc(N2CCOCC2)c(S(=O)(=O)Nc2ccccc2Cl)c1)c1ccc(F)cc1	-2
119	O=C(CNc1ccccc1Cl)Nc1cc(S(=O)(=O)N2CCOCC2)ccc1Cl	1
120	Cc1c(C2(O)CCCCC2)[nH]c2ccc(C#N)cc12	2

# Fetched by structure from the entries so far:
item	Compound	HDAC3 inhib
116	CC1CCCCC12NC(=O)N(CC(=O)N1CCN(C(=O)c3ccco3)CC1)C2=O (stereo not drawn)	-4
115	Nn1c(SCC(=O)Nc2cccc(Br)c2)nnc1C1CC1	-1
109	Cc1cc(C)c(NC(=O)CNC(=O)CN(C)Cc2ccc(Br)s2)c(C)c1	-4
103	O=C(Nc1ccc(F)c(F)c1)c1ccccc1	2
108	CC(=O)Nc1sc(C)c(C)c1C(=O)OCC(=O)NCc1ccc(Cl)cc1	1

# The list is partial; the hit share may differ from the screen's.
